# CRFR2-BP antag – blocks CRF-induced signaling of the CRF-BP/CRF-R2 complex; HEK293 CRF-R2/CRF-BP, CRF-induced calcium fluorescence; inhibition, % at 11.8 µM; 350,000 tested, 0.59% active; AID 588475;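 active = inhibition of the ligand-induced calcium signal above about 50% at the single tested concentration, limit read from the data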
# GalR3 antag – blocks the human galanin receptor 3; O60755; HEK293 GalR3-CNG cAMP membrane potential fluorescence; galR3 body fused to GalR1 C-terminus; inhibition, % at 3 µM; 360,000 tested, 0.44% active; AID 651719;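 active = inhibition above the screen-wide average plus 3 SD, cut at about 13% in these data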;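 also: forskolin and galanin both at EC90 stimulate the cells; cAMP rise reported by CNG channel membrane potential dye signal; 0% = forskolin plus galanin with DMSO and 100% = forskolin alone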
# Target sequence (O60755 1-299 limits assumed): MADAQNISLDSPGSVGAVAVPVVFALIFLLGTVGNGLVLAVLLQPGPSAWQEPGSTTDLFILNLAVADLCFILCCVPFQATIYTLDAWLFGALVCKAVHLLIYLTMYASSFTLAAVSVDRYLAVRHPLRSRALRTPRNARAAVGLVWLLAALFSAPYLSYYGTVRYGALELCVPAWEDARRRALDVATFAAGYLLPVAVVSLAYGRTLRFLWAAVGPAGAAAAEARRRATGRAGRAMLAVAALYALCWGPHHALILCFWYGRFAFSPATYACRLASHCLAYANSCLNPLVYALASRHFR
# CRFR2-BP ag – CRF-BP/CRF-R2 complex agonism; 350,000 tested, 0.46% active; HEK293 CRF-R2/CRF-BP, calcium dye fluorescence (FLIPR); percent of saturating CRF peptide response; AID 588473; activation, % at 13.2 µM;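 active = activation of at least 50%, plus an integration ratio under a set limit after plate pattern correction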;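 also: plate controls were neutral control wells without compound for no effect and CRF at EC100 for full effect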
# Numbers without * were called inactive; & = joins results of further samples. An excerpt. The share of hits here may be higher or lower than overall.
CRFR2-BP antag,GalR3 antag,CRFR2-BP ag,Compound
-3,-4,-1.4,C[C@H](CO)N1C[C@H](C)[C@@H](CN(C)C(=O)Nc2ccc(C(F)(F)F)cc2)Oc2c(NS(=O)(=O)c3cccs3)cccc2C1=O
-12,1,-0.6,O=C(COC(=O)c1ccc(S(=O)(=O)N2CCCC2)cc1)Nc1ccccc1Cl
6,-4,5.1,O=c1[nH]c2ccc([N+](=O)[O-])cc2[nH]1
2,-5,0.6,Cc1csc(NC(=O)C2CC(=O)N(c3ccc4c(c3)OCCO4)C2)n1 (centres undefined)
4,-4,-1.7,Cc1csc(=O)n1CCC(=O)N(C)Cc1c(F)cccc1Cl
-8,0,-3.4,CCc1ccc(OCC(=O)OCC(=O)NC2CCCC(C)C2C)cc1 (centres undefined)
3,-2,-0.1,Cc1ccc(S(=O)(=O)N2CCN(S(C)(=O)=O)C2C)cc1 (centres undefined)
0,-4,0.1,COc1ccccc1NC(=O)N(C)C[C@H]1OCc2cnnn2CCCC(=O)N([C@H](C)CO)C[C@H]1C
3,-4,-0.9,CCOc1cc(N2CCOCC2)c(OCC)cc1NC(=O)C1CC(=O)N(c2ccc(C)cc2)C1 (centres undefined)
-2,-4,-1.7,COc1ccc(-c2cn(CCC(=O)O)c(C)n2)cc1
8,-5,-1.0,Cc1ccc(S(=O)(=O)N2CC3(O)CN(C(=O)OC(C)C)N(C(=O)OC(C)C)CC3(OC(=O)NCc3ccccc3)C2)cc1 (centres undefined)
8,-1,0.7,Cc1cccc(C)c1OCCOC(=O)c1cccc(S(=O)(=O)N2CCOCC2)c1
2,-7,-2.1,COc1ccc(-c2ccc3c(c2)C2CC3CCN2CCC#N)cc1 (centres undefined)
-4,-5,-1.0,Cc1cc(C)c(NC(=O)CNC(=O)CN(C)Cc2ccc(Br)s2)c(C)c1
9,-4,-0.7,Nc1ccn(CC(=O)NCc2ccc3[nH]ccc3c2)c(=O)n1
11,-4,-2.2,Cn1cccc1C(=O)OCC(=O)c1ccc(Br)s1
-6,-7,1.8,O=C(OCC(=O)N1CCCCC1)c1cc(=O)[nH]c2ccccc12
-10,-5,-1.2,COC(=O)c1cc(NC(=O)CC(=O)c2cccc(N)c2)cc(C(=O)OC)c1
14,-8,1.1,COc1cccc(CNC[C@H]2O[C@@H](n3ccc(N)nc3=O)[C@H](O)[C@@H]2O)c1OCc1ccc(F)cc1Cl
0,-5,-1.0,CC(C)(C)OC(=O)N1CCCC(C(=O)Nc2cccc(C(=O)NCc3ccccc3)c2)C1 (centres undefined)
-5,-3,0.1,C=CCN(c1ccccc1)S(=O)(=O)c1cccc(C(=O)NCc2ccncc2)c1
4,-4,2.9,CN(C(=O)COC(=O)Cn1cnc2ccccc21)C1CCCCC1
-5,3,-0.6,COc1cccc(C(=O)NNC(=O)c2ccc3ccccc3c2O)c1
2,-3,-0.3,CCOc1ccc(NC(=O)CCN2C(=O)CSc3ccccc32)cc1
10,1,-1.9,Cc1ccc(S(=O)(=O)NCC(=O)OCC(=O)NCc2cccs2)cc1

# 6 compounds out of the list above, arranged by the value under CRFR2-BP ag, low to high.
CRFR2-BP antag,GalR3 antag,CRFR2-BP ag,Compound
11,-4,-2.2,Cn1cccc1C(=O)OCC(=O)c1ccc(Br)s1
2,-7,-2.1,COc1ccc(-c2ccc3c(c2)C2CC3CCN2CCC#N)cc1 (centres undefined)
10,1,-1.9,Cc1ccc(S(=O)(=O)NCC(=O)OCC(=O)NCc2cccs2)cc1
-3,-4,-1.4,C[C@H](CO)N1C[C@H](C)[C@@H](CN(C)C(=O)Nc2ccc(C(F)(F)F)cc2)Oc2c(NS(=O)(=O)c3cccs3)cccc2C1=O
3,-4,-0.9,CCOc1cc(N2CCOCC2)c(OCC)cc1NC(=O)C1CC(=O)N(c2ccc(C)cc2)C1 (centres undefined)
4,-4,2.9,CN(C(=O)COC(=O)Cn1cnc2ccccc21)C1CCCCC1

# (more compounds)
CRFR2-BP antag,GalR3 antag,CRFR2-BP ag,Compound
-5,-2,-0.7,COc1ccc(S(=O)(=O)Nc2ccc(-n3cnnn3)cc2)cc1[N+](=O)[O-]
21,-1,0.0,CN(CC(=O)Nc1ccccc1Cl)C(=O)c1ccccc1SCC(=O)N1CCCC1
11,0,0.9,Cc1cn(CC(=O)NCCN2CCOCC2)c(=O)[nH]c1=O
5,-5,0.3,CCOC(=O)c1c(C)[nH]c(NC(=O)NNC(=O)c2ccccc2Cl)c1C
32,-4,1.5,CC(C)=CCC/C(C)=C/CNC(=O)CC1C[C@H](C(=O)N2CCCCC2)[C@@]2(C)c3[nH]c4ccccc4c3CCN2C1=O (some centres undefined)
7,-4,-2.0,O=C(NC1CC1)c1cc(=S)[nH]c2ccccc12
8,-5,-1.1,COc1ccc(NC(=O)CSc2nnnn2-c2cccc(OC)c2)cc1
-7,-2,-1.2,CCOc1ccccc1OCC(=O)Nc1ccccc1C(=O)NC1CC1
-21,-9,0.7,COc1ccc(C(CNC(=O)c2cccc(S(=O)(=O)N3CCCc4ccccc43)c2)N(C)C)cc1 (centres undefined)
2,-1,0.0,CN(C(=O)CSc1nc2[nH]ncc2c(=O)[nH]1)c1ccccc1
-1,0,1.9,COc1ccc(NS(=O)(=O)c2ccc(C(=O)Nc3c(C)n(C)n(-c4ccccc4)c3=O)cc2)cc1
-5,-6,1.0,Cc1cn(-c2cccnc2)c(C)c1CNC[C@H]1O[C@@H](n2cnc3c(N)ncnc32)[C@H](O)[C@@H]1O
8,0,-1.6,CN(C)S(=O)(=O)n1cnc([C@@H]2[C@@H]3C(=O)OC[C@@H]3C[C@]23N=CN(Cc2ccccc2)C3=O)c1
-9,-6,0.4,CC(C#Cc1ccc2c(c1)COc1c3ccccc3nn1-2)OC(C)(C)C (centres undefined)
4,-3,3.0,O=C(COC(=O)c1cccc(S(=O)(=O)N2CCCCCC2)c1)Nc1ccccc1C(F)(F)F
-5,-3,-2.5,CC/C(=C\c1ccc(N(C)C)cc1)c1ccncc1
-12,-6,1.4,Cc1ccc(S(=O)(=O)N2CCCC2)cc1C(=O)NCC(C)(C)N1CCOCC1
5,-2,-1.4,CC[C@]12C(=O)N(C)C[C@H]([C@@H]3C(=O)N(C)C(=O)[C@@H]31)N2C(=O)c1ccc(C)cc1
-11,-4,0.6,CCOc1ccc(S(=O)(=O)NCCC(=O)NCCCSc2ccccc2)cc1
3,-5,-0.7,C[C@H](CO)N1C[C@H](C)[C@@H](CN(C)S(=O)(=O)c2ccccc2)Oc2c(NC(=O)NC3CCCCC3)cccc2C1=O
-2,-7,0.3,COc1cc(/C=N/NC(=O)c2nnn(-c3nonc3N)c2C)ccc1OCc1ccc(Cl)cc1
-7,-6,0.3,Cn1cnnc1SCC(=O)NNC(=O)c1ccc([N+](=O)[O-])cc1
-10,-5,0.7,O=C(COC(=O)C1CCC1)NCc1ccccc1
-8,-2,-1.7,Cc1csc(=O)n1CCC(=O)OCC(=O)c1ccc(Br)cc1
7,-1,-1.4,O=C(O)C1C2C=CC(C2)C1C(=O)NCc1ccccc1 (centres undefined)

# Gathered by group, the entries above containing bromine
CRFR2-BP antag,GalR3 antag,CRFR2-BP ag,Compound
-4,-5,-1.0,Cc1cc(C)c(NC(=O)CNC(=O)CN(C)Cc2ccc(Br)s2)c(C)c1
11,-4,-2.2,Cn1cccc1C(=O)OCC(=O)c1ccc(Br)s1
-8,-2,-1.7,Cc1csc(=O)n1CCC(=O)OCC(=O)c1ccc(Br)cc1

# Carrying on.
CRFR2-BP antag,GalR3 antag,CRFR2-BP ag,Compound
-6,-6,-0.3,CC1CCCC(NC(=O)CSc2n[nH]c(N)n2)C1C (centres undefined)
-4,-6,-1.0,CSc1ccccc1C(=O)N1CCC2(CC1)CC(=O)c1ccccc1O2
13,-5,-0.7,COc1ccc(NC(=O)COc2cccc(-n3cnnn3)c2)cc1Cl
0,-6,-0.9,O=C(CCC1CCCC1)NNC(=O)COc1ccc(Br)cc1
15,-3,2.9,O=C(CSc1nncs1)Nc1ccc2[nH]c(=O)[nH]c2c1
13,-5,-2.5,COc1cc(C(=O)NCC(=O)N2CCN(S(=O)(=O)c3ccccc3C(F)(F)F)CC2)cc(OC)c1OC
-3,-6,1.3,COc1ccc(C(=O)C(C)OC(=O)c2nc3nccc(C)n3n2)cc1 (centres undefined)
-2,-7&-6,2.3,CCC(C)Sc1cc(-c2nc3ccc(Cl)cn3c2NC2CCCCC2)ccc1OC (centres undefined)
-9,-4,4.2,COc1ccc(-c2cccc(-c3cc(=O)oc4ccc(C(C)(C)C)cc34)c2)cc1
7,-7,1.9,O=c1ccncn1C1OC(CO)C(O)C1O (centres undefined)
22,-2,-0.6,O=C(COc1coc(CN2CCN(c3ccccc3F)CC2)cc1=O)NCC1CCCO1 (centres undefined)
-1,-3,1.3,COc1ccc(CN2CCN(C(=O)c3ccc4c(c3)CCC4)CC2)cc1OC
1,-4,-0.4,CCN(CC(=O)Nc1c(F)cccc1F)C(=O)c1ccc(-c2ccc(C(C)=O)cc2)o1
2,-4,9.0,C[C@H]1CN=C(Nc2ccccc2)N1CCc1ccc(F)cc1
-1,-6,-1.8,O=C(NCc1nnnn1-c1ccc(Cl)cc1)c1ccc([N+](=O)[O-])o1
1,-3,0.2,Cc1ccc(C)c(C(=O)CCC(=O)N2CCN(c3cccc(C(F)(F)F)c3)CC2)c1
9,-6,-1.3,COc1ccc(CN(C)S(=O)(=O)c2c(C)noc2C)cc1OC
7,-3,-0.3,O=C(Cn1c(=O)cnc2ccccc21)NNC(=O)c1ccc(Cl)cc1
22,0,0.9,O=C1C2CCCCN2C(=O)N1CCN1CCN(c2ccc(F)cc2)CC1 (centres undefined)
-3,0,-0.3,CCN(CCS(=O)(=O)c1ccc(Cl)cc1)Cc1nc2ccccc2c(=O)[nH]1
-13,-5,-0.3,COc1cc(OC)cc(-c2c(-c3ccc(F)cc3)c3cc(-c4ccc5[nH]ccc5c4)ccc3n2C)c1
-2,1,-1.7,C1=C[C@@H]2CCN(Cc3ccccc3)Cc3cccc(c32)C1
12,-9,-1.7,Cc1cc(C(=O)OCC(=O)N2CCC(C)CC2)c2ccccc2n1
8,-5,-0.5,CN(C)c1cccc(C(=O)NNC(=O)CN2C(=O)C3CC=CCC3C2=O)c1 (centres undefined)
7,7,0.6,Cn1cccc1C(=O)Nc1ccc(N2CCOCC2)cc1

# More entries follow:
CRFR2-BP antag,GalR3 antag,CRFR2-BP ag,Compound
6,0,1.8,CCOC(=O)c1c(NC(=O)COC(=O)Cc2ccccc2[N+](=O)[O-])sc(C(=O)N(C)C)c1C
3,-1,-2.1,CCN1C[C@@H]2[C@@H]3C(=O)N(C)C(=O)[C@@H]3[C@](CC)(C1=O)N2C(=O)c1ccc(C)cc1
-2,-8,-0.9,O=C(O)C(=Cc1ccccc1[N+](=O)[O-])c1ccc2c(c1)OCO2
-1,-5,-1.8,C[C@H](CO)N1C[C@H](C)[C@@H](CN(C)S(=O)(=O)c2ccc(F)cc2)Oc2c(NC(=O)Nc3ccc4c(c3)OCO4)cccc2C1=O
12,-6,8.0,CC(=O)Nc1ccc(C(=O)OCC(=O)N2CC3(C)CC2CC(C)(C)C3)cc1 (centres undefined)
-13,-4,28,O=C(COc1ccc(Cl)cc1Cl)NC(=O)NC1CCCC1
-8,-4,1.0,CN(C(=O)CSc1ncnc2sc3c(c12)CCCC3)C1CCS(=O)(=O)C1 (centres undefined)
6,1,0.1,O=C(Nc1ccn(CCCNCc2ccccn2)c(=O)n1)OCc1ccccc1
-4,-10,-1.2,Cc1ccc(C(=O)CN(CCC(=O)O)C(=O)c2ccncc2)cc1
0,-2,5.6,Cc1ccc(C(=O)OCC(=O)N2C(C)CCCC2C)cc1S(=O)(=O)N1CCOCC1 (centres undefined)
-3,0,1.4,Cc1nn(-c2ccccc2)c(Cl)c1C(=O)OCC(=O)N(C)c1c(N)n(Cc2ccccc2)c(=O)[nH]c1=O
-4,-4,0.5,CC(C)CC1(C)NC(=O)N(CC(=O)Nc2ccc3c(c2)OCCO3)C1=O (centres undefined)
-4,-3,-1.8,CCOc1ccc(C(=O)C(C)OC(=O)c2cnc(C)cn2)cc1 (centres undefined)
-4,-5,0.9,c1ccc(CNC2CC3CCC2C3)cc1 (centres undefined)
-18,-6,-0.8,CCCCCCCCNCCS(=O)(=O)NCc1ccccc1
-10,5,-1.4,COc1ccc(NC(=O)COC(=O)CNC(=O)COc2ccccc2)cc1OC
-3,-7,-1.8,O=c1oc2ccccc2n1Cc1cccc(C(F)(F)F)c1
6,-4,0.7,C[C@H](CO)N1C[C@H](C)[C@@H](CN(C)S(=O)(=O)c2ccccc2)Oc2c(NC(=O)Nc3ccccc3)cccc2C1=O
0,-1,-1.0,Cc1ccc([C@H]2C[C@@H](O)[C@H](n3cc(C4CC4)nn3)CN2C(=O)c2cccs2)cc1
-4,-6,3.0,O=C(COc1ccccc1)Nc1nc(-c2cccnc2)cs1
1,-2,-3.2,COc1ccc(CN(C)C(=O)C2CSC3(C)CCC(=O)N23)c(OC)c1 (centres undefined)
-9,-3,-1.0,CC(C)(C)N(Cc1ccccc1)C(=O)COC(=O)c1ccc(Br)o1
-6,-6,-0.2,CC(C(=O)Nc1ccc2c(c1)OCO2)n1cnc2c1c(=O)n(C)c(=O)n2C (centres undefined)
11,-6,-5.3,O=C1NC(=O)C2(CCCCC2C2CCCCC2)N1 (centres undefined)
4,-6,0.4,COc1cccc(OC)c1C(=O)OCC(=O)NCc1ccco1
-5,2,-0.8,COc1ccc(NC(=O)CN(C)C(=O)c2n[nH]c3ccccc23)cc1
10,-3,0.4,CC(=O)Nc1c(I)c(C(=O)N[C@H]2C(O)O[C@H](CO)[C@@H](O)[C@@H]2O)c(I)c(N(C)C(C)=O)c1I (some centres undefined)

# Screening data from PubChem BioAssay.
